mcGAS inh – cyclic GMP-AMP synthase inhibitors, mouse, primary biochemical chemiluminescence. inhibition, % at 12.5 µM. hit rate 0.15% among 160,000. Q8C6L5. recombinant cGAS, Kinase-Glo ATP depletion luminescence;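 also: 0% = negative control wells and 100% = reference inhibitor with no enzyme activity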
NPYLR7 ag – agonists of mosquito NPYLR7 receptor, primary screen, cell-based, Aedes aegypti, calcium fluorescence, mosquito biting behavior. HEK293T NPYLR7/Galpha15, GCaMP6s calcium fluorescence. activation, % at 10 µM. hit rate 0.15% among 270,000. AID 1259423, 2018; in the data active = activation above about 40%;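 also: 0% = vehicle and 100% = reference agonist at the receptor; some compounds past the cut are filed as inactive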
hcGAS lum – Primary biochemical luminescence assay for human cyclic GMP-AMP synthase inhibitors; Q8N884; inhibition, % at 12.5 µM; recombinant h-cGAS, ATP depletion, Kinase-Glo luminescence; hit rate 0.081% among 290,000;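 also: 0% = vehicle reaction and 100% = reaction without DNA for no activity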
Target sequence (Q8N884 whole entry, looked up): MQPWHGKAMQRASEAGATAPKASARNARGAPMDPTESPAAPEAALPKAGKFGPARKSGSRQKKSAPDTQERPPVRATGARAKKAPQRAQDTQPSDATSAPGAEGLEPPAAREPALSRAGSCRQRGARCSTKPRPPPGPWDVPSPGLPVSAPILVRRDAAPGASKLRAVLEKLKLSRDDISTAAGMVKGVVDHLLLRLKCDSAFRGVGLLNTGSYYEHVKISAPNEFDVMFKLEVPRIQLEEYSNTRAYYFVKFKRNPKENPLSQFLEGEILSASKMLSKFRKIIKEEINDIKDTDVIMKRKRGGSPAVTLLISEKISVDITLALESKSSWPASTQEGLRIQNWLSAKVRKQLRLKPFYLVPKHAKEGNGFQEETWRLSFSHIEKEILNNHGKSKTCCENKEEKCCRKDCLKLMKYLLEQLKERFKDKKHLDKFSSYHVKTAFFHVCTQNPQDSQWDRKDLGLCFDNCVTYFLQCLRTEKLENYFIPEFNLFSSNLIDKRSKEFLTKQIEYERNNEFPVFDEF
* hit, by the source's call; · = no result given; & = joins results of further samples. Rule as the data show it, unless noted: active = inhibition above about 40%; inactive = the rest.

smiles	NPYLR7 ag	hcGAS lum	mcGAS inh
CC(=O)Nc1nn(C)c2c1C(c1ccccc1)CC(=O)N2 (stereo unspecified)	-8	-2	-8
Cn1c(O)cc(=O)n(C)c1=O	1	-6	·
CCOC(=O)N1CCC(N2C[C@H](N)C[C@H]2C(=O)NC)CC1	-1	-6	·
Cc1nnc(NC(=O)NCCC2CCCCCC2)s1	-9	-3	·
Cn1c(O)c(N=NC(=O)c2ccc(N)cc2)c2ccccc21	0	-3	-4
O=C(C1CC1)N1CCN(c2cc(Oc3ccc(F)cc3Cl)ncn2)CC1	20	-7	-7
CN(C)CCCN(C)C(=O)Nc1cccc(F)c1	-6	-9	-7
O=C(O)CCN(CCc1ccccc1)c1nc(-c2ccco2)nc2ccccc12	1	11	·
O=C(NCC(c1ccc(F)cc1)N1CCCC1)c1cn(C2CCCCC2)nn1 (stereo unspecified)	5	-6	·
Cc1ccc2[nH]c(O)c(N=NC(=O)CNC(=O)c3ccccc3)c2c1	21	-3	-5
O=C(CSc1nnnn1-c1cccc(F)c1)Nc1ccc2c(c1)OCCCO2	13	-10	·
Cc1c(C(=O)OCc2nnsc2Cl)sc2ncn(C)c(=O)c12	17	-1	·

Retrieved one by one from the entries so far:
smiles	NPYLR7 ag	hcGAS lum	mcGAS inh
CN(C)CCCN(C)C(=O)Nc1cccc(F)c1	-6	-9	-7
Cc1c(C(=O)OCc2nnsc2Cl)sc2ncn(C)c(=O)c12	17	-1	·
O=C(NCC(c1ccc(F)cc1)N1CCCC1)c1cn(C2CCCCC2)nn1 (stereo unspecified)	5	-6	·

Further records
smiles	NPYLR7 ag	hcGAS lum	mcGAS inh
CN1C2CCC1CN(C(=O)Nc1cc(CC(C)(C)C)nn1C)CC2 (stereo unspecified)	-3	-7	·
CC(=O)c1c(C)[nH]c(C(=O)COc2ccc(Cl)c(C)c2)c1C	7	-5	·
Cc1cccc(C)c1OCCn1c(C2CC(=O)N(C(C)(C)C)C2)nc2ccccc21 (stereo unspecified)	-4	-7	-6
O=C(O)c1sc2cc(Cl)cc(Cl)c2c1Cl	11	27	·
CC(C)(NC(=O)c1ccc(-c2cc(F)c(F)c(F)c2)cc1)C(N)=O	-1	-8	·
CN(CC(=O)N1CCC2C(CCCN2C)C1)C(=O)c1cccs1 (stereo unspecified)	2	5	·
N#CC(=C(O)CSc1n[nH]c(=O)[nH]c1=O)c1nc2ccccc2[nH]1	-4	-1	·
CCOC(=O)c1ccccc1NC(=O)CSc1c(CC(C)C)cnc2c1c(=O)n(C)c(=O)n2C	8	-11	-10
COc1ccc(CNC(=O)c2cccnc2N2CCN(C(=O)c3cccc(Cl)c3)CC2)cc1	14	-8	-6
CSC1CCC(N(C)C(=O)C2CCN(C(=O)CCc3ccccc3)CC2)C1 (stereo unspecified)	-7	-1	·
O=C(CC1CCCCC1)NCCNC(=O)C1Cc2ccccc21 (stereo unspecified)	-7	-13	·
Cc1cccc(-n2c(-c3ccc(Cl)cc3)cc(C(=O)N3CCN(C(=O)Cc4cccs4)CC3)c2C)c1	·	-13	-5

Looked up above.
CN(CC(=O)N1CCC2C(CCCN2C)C1)C(=O)c1cccs1 (stereo unspecified) in NPYLR7 ag is entered as 2
Cc1cccc(C)c1OCCn1c(C2CC(=O)N(C(C)(C)C)C2)nc2ccccc21 (stereo unspecified) in hcGAS lum is entered as -7

Next compounds follow:
smiles	NPYLR7 ag	hcGAS lum	mcGAS inh
CCn1c2c(=O)[nH]c(=O)n(C)c2n2c(-c3ccccc3Cl)nnc12	7	0	·
CN1CCCN(c2nc(-c3cc(C(F)(F)F)cc(C(F)(F)F)c3)cn3ccnc23)CC1	-9	0	2
CC(C)c1ccc(O)c(C(=O)N2CCN(c3ccc(C#N)cn3)CC2)c1	3	-5	·
O=C(N[C@@H]1CN(CC2CCCCC2)CC[C@@H]1CO)C1CC1	·	-9	-5
O=C(OCCC1CCN(C(=O)c2ccccc2)c2ccccc21)c1ccccc1 (stereo unspecified)	-5	-6	·
CCOC(=O)c1c(C)oc2nc(CN3CC(C)CC(C)C3)[nH]c(=O)c12 (stereo unspecified)	6	-5	-10
CCC(Oc1ccccc1F)C(=O)Nc1cccnn1 (stereo unspecified)	-3	1	·
Cc1cc(Cl)cc2sc(NCCN3CCOCC3)nc12	1	-4	·
CN(CCc1ccccn1)C(=O)c1ccc(-c2cc(-c3cccc(C(F)(F)F)c3)n[nH]2)cc1	-5	-1	-2
O=C(NCc1ccco1)c1coc(CN(CCc2c[nH]c3ccccc23)Cc2ccc(F)cc2)n1	23	1	-3
COc1ccc(CN(Cc2nccn2C)C(C)C)cc1Cl	3	-3	·
COc1cccc(OC)c1C(=O)NC(Cc1ccccc1)c1nnc(SCc2ccc(F)cc2)n1-c1ccc(Cl)cc1Cl (stereo unspecified)	-8	3	2

(cont.)
smiles	NPYLR7 ag	hcGAS lum	mcGAS inh
CCc1ncc(C(=O)N2CCCC(COc3ccccc3C)C2)cn1 (stereo unspecified)	0	3	·
Cc1nc(CC(=O)NCCc2cccc(F)c2)cs1	8	-5	·
O=C1CSC(=NN=Cc2cc(Br)ccc2O)N1	5	-3	·
CCCCCCCC(=O)N1CCN(c2nc(C)nc(C)c2Cc2ccc([N+](=O)[O-])cc2)CC1	·	-8	-3
Cc1cc(C)n2nc(C(=O)N3CCOC(Cc4ccccc4Cl)C3)cc2n1 (stereo unspecified)	7	-4	-9
CCOc1ccc(-c2cnc(-c3cccnc3OC)[nH]2)cc1	-1	-3	·
CCC(Oc1ccccc1)C(=O)N1CCc2c(nc(-c3ccccn3)[nH]c2=O)C1 (stereo unspecified)	4	-5	-11
CCS(=O)(=O)c1ccc2c(c1)N(Cc1ccc(C)cc1)C(=O)C(C)O2 (stereo unspecified)	3	4	·
c1ccc(NCCNc2nc(-c3ccccc3)nc3c2CCNC3)cc1	0	-3	·
COCCNC(=O)c1cnn2c1NC(c1cccs1)CC2C(F)(F)F (stereo unspecified)	-15	0	-2
CCOC(=O)n1ccn(C)c1=S	-9&13	-1&-8	·
O=C1NCCN2CCN(C(=O)c3ccc4c5c([nH]c4c3)CCCC5)CC12 (stereo unspecified)	0	0	·

The list continues.
smiles	NPYLR7 ag	hcGAS lum	mcGAS inh
CCCCn1c(-c2ccccc2)nn(S(=O)(=O)c2ccc(Br)cc2)c1=O	2	-4	·
O=C(Cc1c[nH]c2cccc(Br)c12)OCC1CC1	6	-17	-15
Cc1ccc(Nc2nc(N3CCCC3)nc3nccnc23)c(C)c1	3	0	·
Cc1nnc2ccc(NCC3(N4CCCCC4)CCOCC3)nn12	13	-6	·
CCC(C)N(CN1C(=S)SC2=NC(=O)CCCN21)C(C)CC (stereo unspecified)	-3	-5	·
COc1cccc(CC2(CO)CCN(Cc3cccnc3)CC2)c1	7	-2	·
O=C(O)C1C2CC3C1C(=O)Oc1ccccc1C1c4sc(=O)[nH]c4SC2C13 (stereo unspecified)	15	-4	14
CNC(=O)[C@H]1CN(C(=O)OCC(C)(C)C)[C@]2(C)C(=O)N(CCOC)c3ccccc3[C@H]12	5	6	1
Cc1c(-c2nc(-c3ccccc3F)cs2)nnn1-c1cccc(F)c1	-1	-6	-9
OCn1c(=S)sc2ccccc21	2	-4	·
COc1ccc(CN2CCN(C(=O)c3nc4ccccc4s3)CC2=O)cc1	1	-8	-13
Cc1c(C(=O)NCc2ccc(F)cc2)sc(=O)n1Cc1ccc(C(F)(F)F)o1	13	-4	·

Continuation:
smiles	NPYLR7 ag	hcGAS lum	mcGAS inh
COCCN(CC1CCN(Cc2ccccc2F)CC1)C(=O)c1scc2c1CCCC2	8	-7	-10
Cc1ccc(-c2cc(CN)no2)cc1	4	-9	·
COc1ccc(C(=O)NC2CCC(NC(=O)[C@H]3CCCN3S(=O)(=O)c3ccc(Br)cc3)CC2)cc1 (stereo partly specified)	·	-3	-11
CN1CC2(CCCN(C(=O)c3ccc4c(c3)OCCN4C)CC2)OC1=O (stereo unspecified)	13	-3	·
COCCNC(=O)C(CC(C)C)N1C(=O)CSC1c1cc(OC)ccc1OC (stereo unspecified)	31	-6	-5
O=C(COn1nnc2ccc(Cl)cc21)Nc1ccc(F)cc1F	11	-14	-5
CC(C)N1C(=O)C(Cl)=C(Nc2ccc(Br)cc2)C1=O	15	-8	·
COc1cccc(C(=O)N2CCC(C(=O)NC3CCC(N(Cc4cccc(C)c4)C(=O)c4ccc(F)cc4)CC3)CC2)c1 (stereo unspecified)	19	-8	-8
CCOc1nc(-c2ccccc2F)n(-c2ccc(NC(=O)C3C[C@H]3c3ccccc3)cc2)n1 (stereo partly specified)	·	-3	-9
O=c1[nH]cnc2nc[nH]c12	-7	-1	·
Cc1cccc(C)c1OCC(C)N (stereo unspecified)	-3&1&-1&3	-3&-4&-6&3&-4	-4&-3
CSc1cccc(CN2CCCC(CNC(=O)c3cccs3)C2)c1 (stereo unspecified)	4&13	-10&-8	·

Later entries.
smiles	NPYLR7 ag	hcGAS lum	mcGAS inh
CC(C)n1cc(CN2CCCN(C(=O)CC3CCCO3)CC2)cn1 (stereo unspecified)	3	-4	·
COc1ccc(F)cc1-c1ccnc2n[nH]c(C3CCNCC3)c12	29	-1	-3
Cc1ccc(Nc2cc(C)nc(N3CCN(C(=O)C4CCCC4)CC3)n2)cc1	11	-5	·
Cc1cc(CN(C)CC2(O)CCCN(Cc3ccc(C(C)C)cc3)C2=O)no1 (stereo unspecified)	7	-2	-19
O=C(NCC1CCCCN1S(=O)(=O)c1cccc2nsnc12)Nc1ccccc1 (stereo unspecified)	-6	-7	-15
CNC(=O)[C@@H]1C[C@H](N)CN1C(=O)CN(C)Cc1ccncc1	-5	-12	·
C=C(C)COc1ccc(-c2onc(C)c2-c2ccccc2)c(O)c1	2	-7	-9
COc1ccc(OC)c(S(=O)(=O)NC(=O)C2(C)CCN2C(=O)Cc2ccccc2Cl)c1 (stereo unspecified)	8	3	·
CC1CN(CCOc2ccc(-c3[nH]ncc3-c3ccccc3)c(O)c2)CC(C)O1 (stereo unspecified)	2	-3	-7
N#Cc1cccc(OC2CC3CCC(C2)N3C(=O)c2ccc(CSCc3ccco3)cc2)c1 (stereo unspecified)	3	-5	-6
C#CCn1c(O)c(N=NC(=O)CNC(=O)/C=C/c2ccc(OC)cc2)c2ccccc21	-3	17	-5
O=S(=O)(Nc1cc(-n2cnnn2)ccc1F)c1ccc(F)c(Cl)c1	10	-8	·

Other structures
smiles	NPYLR7 ag	hcGAS lum	mcGAS inh
Fc1ccc(F)c2c1CCN(Cc1cc3n(n1)CCCNC3)C2	-5	-3	·
Cc1ccccc1C(=O)N1CCC(C(NC(=O)C2CC2)C(=O)N2CCCC2)CC1 (stereo unspecified)	31	-8	-5
CCCC(C(=O)NNc1nc2ccccc2c(=O)n1CC)c1ccccc1 (stereo unspecified)	1	-1	·
NCc1cn(CC2CCN(C(=O)Nc3ccccc3-c3ccccc3)CC2)nn1	0	-3	·
S=C(NCCN1CCOCC1)N1CCN(Cc2ccc3c(c2)OCO3)CC1	1	-12	·
CCOc1cc(C2C(C(=O)OC)=C(C)NC3=C2C(=O)CC(c2ccc(Cl)cc2)C3)cc(Br)c1O (stereo unspecified)	-4	-1	·
COCCN(Cc1ccc(OC)c(OS(=O)(=O)c2ccc(F)cc2)c1)C(=O)CC(C)C	16	-5	-5
CCn1c(SCC(=O)Nc2ccc(OC(F)(F)F)cc2)nc2c(c1=O)SC(C)C2 (stereo unspecified)	0	-9	·
CN(C)CCNC(=O)[C@@]1(OCc2cccc(Cl)c2)CC(OCc2ccc(C(F)(F)F)cc2)[C@H](O)[C@H](O)C1 (stereo partly specified)	20	-6	-6
O=C(Cc1cc(-c2cc3ccccc3o2)on1)NCCCc1ccccc1	0	4	-1
CN(C)CC(C)(C)CNC(=O)C1CCN(c2cc(Nc3ccccc3)nc(N)n2)CC1	1	3	·
CCc1ccc(-c2ccc(SCC(=O)N3CCCC3)nn2)cc1	1	1	-8

Further records.
smiles	NPYLR7 ag	hcGAS lum	mcGAS inh
CCCCN(C)Cc1c(O)ccc2c(=O)c(Oc3ccccc3Br)c(C(F)(F)F)oc12	1	-5	-7
Cc1cc(C(=O)N(C)C(C)c2nccs2)nc(C)n1 (stereo unspecified)	5	-1	-5
COc1ccc2c(c1)OC[C@@H]1CN(CCO)C(=O)CCN(C(=O)Cc3cccs3)[C@H]21	22	0	-4
N#Cc1ccc(CSc2nnc3[nH]c(=O)cc(N)n23)cc1	4	2	·
COc1ccc2c(c1)OC/C(=C/c1ccc(OC)c(OC)c1)C2=O	-7	-4	·

Arranged by number of heavy atoms (rising): part of the list above.
smiles	NPYLR7 ag	hcGAS lum	mcGAS inh
N#Cc1ccc(CSc2nnc3[nH]c(=O)cc(N)n23)cc1	4	2	·
COc1ccc2c(c1)OC/C(=C/c1ccc(OC)c(OC)c1)C2=O	-7	-4	·
CCCCN(C)Cc1c(O)ccc2c(=O)c(Oc3ccccc3Br)c(C(F)(F)F)oc12	1	-5	-7

Screens as filed in PubChem BioAssay.
